# Source: PubChem
# TNAP activation fold: stimulation of alkaline phosphatase TNAP activity – biochemical, luminescent, no phosphate acceptor, uHTS, primary screen (AID 1001) | purified TNAP, luminescent activation assay, no phosphate acceptor; higher activation fold means a stronger effect | one-dose activation fold at 20 µM; EC50 in µM for titrated hits | actives 0.03% (n = 200,000); in the data active = activation fold from about 3, or a potency from the dose series; inactive = the rest, 99 in 100 with activation fold below about 1.6; note: many of its hits are not listed in these tables
# Salmonella PhoP GFP: inhibitors of PhoP regulon expression, primary screen, Salmonella Typhimurium, GFP reporter (AID 1863). actives 0.16% (n = 300,000). S. Typhimurium PhoP-regulated promoter GFP reporter, 4 h; higher % means a stronger effect. inhibition, % at 50 µM, or IC50 in µM where a hit was titrated;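 active = inhibition over 29.93%, a cutoff 3 SD above the screen mean, later confirmed by dose response; inconclusive = inhibition over 29.93% but no dose response follow-up; inactive = inhibition at most 29.93% or unconfirmed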;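 note: 0% = low Mg2+ inducing control and 100% = high Mg2+ repressing control; strong numbers were not always called active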
# Large T inhibition: TAg ATPase/helicase activity blockers – biochemical (AID 1903); SV40 large T antigen ATPase/helicase inhibition assay; higher % means a stronger effect; one-dose inhibition, % at 20 µM; IC50 in µM for titrated hits; actives 0.39% (n = 310,000); in the data active = a potency from the dose series; inconclusive = inhibition mostly from about 32% at the one dose, without a potency; inactive = the rest, 99 in 100 with inhibition below about 32%; note: strong numbers were not always called active
# T cell modulator: T cell immune modulation candidate | 2C CD8+ T cell-vesicle binding, flow cytometry; active compounds read low | calls only at 7 µM | actives 0.068% (n = 330,000);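 active = response, share of CD8 T cells binding vesicles, and their 90th percentile fluorescence all below set limits, cut at about 80% in these data, passing the limit was not always enough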
#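 Assay system – 2C mouse CD8+ T cells · Also added – QL9-loaded Drosophila micro-vesicles · Timing – Cell–vesicle co-incubation 1.5 h at 37 °C, staining 20 min on ice · Signal – flow cytometry of vesicle-bound cells · Measure – percent CD8+ FL2 mean versus row control · Controls – Peptide-free naked vesicles (low) and QL9 vesicles with 0.7% DMSO vehicle (high)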
# RSV antiviral HEp-2: inhibition of RSV-induced cytopathic effect – HEp-2 cells, primary 10 µM value included (AID 2391) | HEp-2 cells, RSV-induced CPE inhibition; higher % means a stronger effect | one-dose CPE inhibition, % at 10 µM; IC50 in µM for titrated hits | actives 0.13% (n = 310,000); in the data active = a potency from the dose series; inconclusive = CPE inhibition mostly from about 23% at the one dose, without a potency; inactive = the rest, 99 in 100 with CPE inhibition below about 21%; note: strong numbers were not always called active
# K1F lysis inhibition: protection from phage-mediated lysis, alamar blue read-out – E. coli UTI89, K1F phage, bacterial capsule biogenesis inhibitors (AID 488966); E. coli UTI89 K1F phage lysis, alamar blue, 2 h; higher % means a stronger effect; inhibition, % at 100 µM; hits with a dose series show IC50 in µM; actives 0.02% (n = 340,000);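 active = phage lysis inhibition, versus mean bacterial control, above a set limit; inconclusive = no clear call, values can overlap the other calls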;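 note: capsule biogenesis inhibitors block K1F phage lysis so surviving cells raise fluorescence; higher fluorescence means more inhibition of phage lysis; actives were called in the ten point dose series up to 300 µM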
# Myeloid diff 2: compounds promoting myeloid differentiation; ER-HoxA9 myeloid progenitors, lysozyme-GFP differentiation, flow cytometry; calls only at 10 µM; actives 1% (n = 360,000); AID 624256;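 active = normalized GFP-positive differentiation at or above the plate's own cutoff, the solvent-only control mean plus 3 SD; inconclusive = no clear call, values can overlap the other calls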;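 note: cells exposed to compound for four days before flow analysis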
# NTR1 agonist: agonists of NTR1, primary screen, imaging, U2OS cells, beta-arrestin-GFP, high content (AID 493036) | NTR1-U2OS beta-arrestin-GFP spot imaging, agonist mode | activation, % at 20 µM | actives 0.17% (n = 330,000);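 active = activation at or above 40% of the spot to cytoplasm intensity ratio, with at least 20 cells analyzed; inconclusive = wells under 20 cells, flagged as cytotoxic or low count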;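 note: 0% = DMSO without peptide and 100% = 100 nM NTR1 peptide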
# Target sequence (P30989 whole entry, looked up): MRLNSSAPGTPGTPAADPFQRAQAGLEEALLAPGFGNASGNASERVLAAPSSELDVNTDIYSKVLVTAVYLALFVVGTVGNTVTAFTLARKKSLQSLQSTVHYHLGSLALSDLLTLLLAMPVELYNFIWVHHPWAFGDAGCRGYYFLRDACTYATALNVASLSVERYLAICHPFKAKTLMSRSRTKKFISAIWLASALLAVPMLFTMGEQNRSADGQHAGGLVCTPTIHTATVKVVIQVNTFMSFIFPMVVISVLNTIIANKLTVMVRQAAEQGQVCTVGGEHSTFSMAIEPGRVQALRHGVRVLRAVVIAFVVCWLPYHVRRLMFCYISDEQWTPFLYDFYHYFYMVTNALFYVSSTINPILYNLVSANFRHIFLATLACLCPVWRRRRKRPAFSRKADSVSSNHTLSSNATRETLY
# MgcRacGAP inhibition: MgcRacGAP GTPase-activating activity inhibitors, confirmation, biochemical, ADP Hunter fluorescence. MgcRacGAP-stimulated Rac1 GTP hydrolysis, ADP Hunter fluorescence; higher % means a stronger effect; GST-tagged Rac1 F28L mutant substrate. one-dose inhibition, % at 30 µM; IC50 in µM for titrated hits. actives 0.6% (n = 340,000);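 active = first-screen hits whose inhibition reached a set limit at any dose in the follow-up dose series; inconclusive = inhibition above the set first-screen limit but never retested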;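 note: fluorescence reports GDP produced by GAP-driven GTP hydrolysis; strong numbers were not always called active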
# T cell modulator vesicle-bound %: recorded beside T cell modulator, whose call it bears; double positive events, %; measured here: CD8+ vesicle-bound cell fraction;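 binding gate set so that unloaded-vesicle control wells show 10% double positive cells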
# NTR1 agonist cell count 20 µM: recorded beside NTR1 agonist, whose call it bears; cell count; measured here: cell count, cytotoxicity flag
# Myeloid diff 2 GFP+ MAC1+ %: further read-out of Myeloid diff 2, marked with its call; GFP+ MAC1+ double positive, %; measured here: differentiation confirmed by MAC1 staining
# Numbers without * were called inactive; i = inactive; u = inconclusive; x = no result given; & = joins results of further samples; [ ] = dose if it differs, or a comment.
SMILES,TNAP activation fold,Salmonella PhoP GFP,Large T inhibition,T cell modulator,T cell modulator vesicle-bound %,RSV antiviral HEp-2,K1F lysis inhibition,Myeloid diff 2,Myeloid diff 2 GFP+ MAC1+ %,NTR1 agonist,NTR1 agonist cell count 20 µM,MgcRacGAP inhibition
Cc1ccc(C)c(S(=O)(=O)Nc2ccc3cn[nH]c3c2)c1,x,x,x,i,36,0.5%,0.1%[50 µM],i,0.2,2.2,63,0%
COc1ccc(-n2c3c(cc(C(=O)N4CCN(CCO)CC4)c2=O)C(=O)CC(C)(C)C3)cc1,1.1,-13%,6%,i,14,-0.4%,2.3%,i,1.4,1.4,35,2%
CC(C)(C)S(=O)(=O)c1cnc2c(-c3ccc(F)cc3)cnn2c1N,1.1,-3%,7%,i,26,-0.4%,0.6%,i,0.8,11,76,7%
COc1ccc(OC)c(C(=O)COC(=O)CNC(=O)C2CCCCC2)c1,1,2%,2%,i,21,1.4%,0.0%,i,0.5,1.8,73,4%
O=C(NCc1c(O)ccc2ccccc12)c1ccccc1,x,18%,2%,i,49,15%,0.0%,i,0.6,-0.9,68,15%
Cc1ccc(OCC(=O)Nn2cnnc2)c(Br)c1,1,1%,11%,i,7,-0.1%,2.3%,i,2.0,-0.9,63,1%
O=[N+]([O-])/C(C(Cl)=C(Cl)Cl)=C1\Nc2ccccc2O1,x,-2%,14%,i,46,2.8%,0.1%,i,1.1,-0.4,53,4%
Cc1cccc(NN=C2c3ccccc3-c3ccccc32)c1,0.9,7%,22%,i,2,3.7%,1.8%[50 µM],i,0.1,9.4,43,2%
CC(=O)c1c(C)oc2ccc(NS(=O)(=O)c3cccs3)cc12,1.1,-6%,-1%,i,36,1.5%,-0.3%,i,0.1,0.9,45,3%
Cc1c(NC(=O)Nc2ccc(F)cc2)c(=O)n(-c2ccccc2)n1C,x,-4%,6%,i,42,-0.6%,0.2%,i,0.5,0.7,54,10%
CCOC(=O)C1CCCN(C(=O)c2sc3nc(C)nc(N4CCOCC4)c3c2C)C1 (centres undefined),1.1,29%,9%,i,20,2.8%,5.0%,i,1.9,1.2,56,5%
O=C(NCc1ccc2c(c1)OCO2)c1ccc(S(=O)(=O)NCC2CCCO2)cc1 (centres undefined),1.1,-4%,-2%,i,35,0.6%,0.0%,i,0.1,0.2,48,9%
CC1CCN(Cc2c(C(=O)N/N=C/c3ccccc3O)nnn2-c2nonc2N)CC1,x,10%,0%,i,21,11%,-0.7%,u,x,-0.9,47,7%
Cn1cc(C(=O)NC2CCCCCC2)c(=O)c2cc(S(=O)(=O)N3CCCC3)ccc21,1.1,-15%,12%,i,44,5.9%,0.9%[50 µM],i,0.9,-0.3,66,6%
O=C(COn1nnc2ccc(C(F)(F)F)cc21)Nc1c(Cl)cccc1Cl,1,-4%,-3%,i,16,1.6%,0.0%,i,0.4,0.0,83,10%
Clc1ccc(C[n+]2cc(-c3ccccc3)n3c2CCCCC3)c(Cl)c1,1.2,8%,13%,i,6,-2.0%,0.4%,i,1.0,0.7,48,7%
CCCCOC(=O)Nc1ccc(OC)cc1S(=O)(=O)N1CCOCC1,1,-4%,6%,i,24,-2.0%,1.3%,i,0.7,1.3,54,13%
CCN1CCN(C(=O)CN(c2cccc(Br)c2)S(=O)(=O)c2ccccc2)CC1,1.1,-3%,-4%,i,47,-0.4%,2.6%,i,0.4,-1.1,48,14%
Cc1ccccc1-n1c(=O)c2ccccc2n2nnnc12,1.1,-5%,1%,i,35,1.1%,3.6%[50 µM],i,0.8,-1.5,60,2%
Cc1nnc(N2C(=O)C(=O)/C(=C(/O)c3ccc4c(c3)OCCO4)C2c2ccc(F)cc2)s1 (centres undefined),x,-9%,17%,i,22,1.5%,0.1%,u,x,-0.1,54,5%
Cc1ccc(OC(=O)c2cccc([N+](=O)[O-])c2)c(-n2nc3ccccc3n2)c1,1.1,-5%,2%,i,30,-0.1%,2.0%[50 µM],i,0.7,4.1,64,9%
O=C1OCC/C1=C\c1ccccc1,1.1,7%,6%,i,42,1.2%,-0.2%,i,1.0,0.4,51,6%
CC(=O)c1ccc(Sc2ccccn2)c([N+](=O)[O-])c1,x,3%,11%,i,32,0.7%,x,i,0.3,0.2,53,x
CCN(CC(=O)Nc1c(F)cccc1F)C(=O)COc1ccc2c(c1)CCC2,x,-8%,8%,i,43,1.2%,0.5%[50 µM],i,0.5,0.3,58,-82%
O=C(NC1CCCC1)C(c1ccsc1)N(CCc1ccccc1)C(=O)Cc1cccs1 (centres undefined),0.8,14%,9%,i,56,2.3%,0.2%,i,0.2,-0.9,102,15%
O=C(CN1CCCCCC1)Nc1cccc(Br)c1,1.2,14%,4%,i,45,-0.2%,-0.5%,i,0.4,0.6,90,7%
COC(=O)NC1(C(F)(F)F)C(=O)Nc2c1c(=O)n(C)c(=O)n2C (centres undefined),1,-3%,7%,i,61,1.7%,0.4%,i,0.8,0.5,47,5%
O=C(Nc1ccc(Cl)c(Cl)c1)c1ccccc1,x,-5%,17%,i,20,u,-0.1%,i,0.3,-1.1,104,-2%
Cc1cc(=O)n2nc(N3CCC(C(=O)NCCc4ccc(Cl)cc4)CC3)sc2n1,x,-8%,5%,i,37,0.9%,0.0%,i,1.2,0.1,76,2%
O=C(CSc1nncc2ccccc12)Nc1cccc(C(=O)O)c1,x,-11%,27%,i,37,1.2%,0.2%,i,0.3,-1.8,50,13%
NCCCC[C@H]1CNC(=S)N1CC1CCCCC1,1,-2%,7%,i,5,0.8%,2.7%,i,1.6,0.7,92,4%
CC(C)Cc1n[nH]c(=O)c2c1nnn2Cc1ccccc1F,x,5%,6%,i,17,0.0%,0.0%,i,0.3,2.8,88,8%
O=C(COC(=O)CCC(=O)c1cccs1)Nc1ccc(Cl)cn1,1.1,3%,5%,i,63,2.2%,0.1%,i,0.4,-0.4,91,5%
Fc1ccc(Nc2ccnc(Nc3ccc(F)cc3)n2)cc1,1,10%,-88%,i,7,9.0%,-18%,u,x,8.4,61,6%
CCC(=O)N1CCN(c2ccccc2NC(=O)Cc2ccc(Cl)cc2)CC1,1.1,-4%,5%,i,47,8.9%,0.0%,i,1.1,0.1,46,4%
O=C(N/N=C/c1ccc(Br)o1)/C(=C/c1ccc([N+](=O)[O-])cc1)NC(=O)c1ccccc1,0.9,15%,17%,i,64,1.7%,0.6%,i,9.3,-0.3,48,7%
COc1cc(C=O)ccc1OCCCOc1ccc([N+](=O)[O-])cc1,1.1,3%,9%,i,56,1.5%,2.6%,i,1.2,4.3,65,7%
CN(C)C(CNC(=O)c1cccc(S(=O)(=O)N(C)C)c1)c1ccccc1 (centres undefined),1.1,-2%,12%,i,15,0.0%,0.8%,i,1.4,-1.8,94,8%
CCOC(=O)c1cnc(SCC(=O)N2CCOCC2)nc1N,1.1,8%,6%,i,52,-0.5%,-0.1%,i,0.2,-0.7,104,4%
O=C(COc1ccccc1Cl)Nc1ccc(CN2CCOCC2)cc1,x,2%,23%,i,70,0.6%,0.5%[50 µM],i,0.4,0.6,66,4%

# Quoted at random: 3 compounds from above.
SMILES,TNAP activation fold,Salmonella PhoP GFP,Large T inhibition,T cell modulator,T cell modulator vesicle-bound %,RSV antiviral HEp-2,K1F lysis inhibition,Myeloid diff 2,Myeloid diff 2 GFP+ MAC1+ %,NTR1 agonist,NTR1 agonist cell count 20 µM,MgcRacGAP inhibition
O=C(N/N=C/c1ccc(Br)o1)/C(=C/c1ccc([N+](=O)[O-])cc1)NC(=O)c1ccccc1,0.9,15%,17%,i,64,1.7%,0.6%,i,9.3,-0.3,48,7%
COc1cc(C=O)ccc1OCCCOc1ccc([N+](=O)[O-])cc1,1.1,3%,9%,i,56,1.5%,2.6%,i,1.2,4.3,65,7%
O=C(COc1ccccc1Cl)Nc1ccc(CN2CCOCC2)cc1,x,2%,23%,i,70,0.6%,0.5%[50 µM],i,0.4,0.6,66,4%

# Continuation:
SMILES,TNAP activation fold,Salmonella PhoP GFP,Large T inhibition,T cell modulator,T cell modulator vesicle-bound %,RSV antiviral HEp-2,K1F lysis inhibition,Myeloid diff 2,Myeloid diff 2 GFP+ MAC1+ %,NTR1 agonist,NTR1 agonist cell count 20 µM,MgcRacGAP inhibition
COc1cccc(-n2c(=O)c3ccccc3n(CC(=O)NCC3CCCO3)c2=O)c1 (centres undefined),x,-7%,6%,i,26,0.5%,0.4%,i,1.0,-0.6,56,6%
COC(=O)c1cc(C)sc1NC(=O)c1ccco1,x,6%,0%,i,10,2.0%,2.4%[50 µM],i,0.0,0.7,76,9%
Cc1ccc(Nc2cc(C)nc3ncnn23)c(Cl)c1,1,5%,2%,i,31,4.9%,5.4%,i,3.4,2.2,57,-4%
C=CCC(=O)N1CCCC(C(=O)c2ccc(Cl)cc2)C1 (centres undefined),x,3%,10%,i,55,-0.3%,0.9%,i,0.3,-0.7,46,3%
CCOc1cc(CC(=O)N[C@@H](CC(C)C)c2ccccc2N2CCCCC2)ccc1C(=O)O,1.2,6%&-8%,11%&13%,i,50,2.1%,0.9%,i,2.8,-1.0,71,2%
Cc1cc(C)n2nc(C(=O)NC3CCCc4ccccc43)nc2n1 (centres undefined),1.1,-10%,6%,i,59,0.2%,5.5%,i,0.7,1.6,59,7%
COc1ccc2c(c1)NC(=O)CC(c1ccccc1)=N2,0.9,-7%,3%,i,22,-0.6%,-0.2%,i,2.1,-0.7,83,-8%
CCn1c(CCNC(=O)c2ccc(OC)cc2)nnc1SCc1ccc(Cl)cc1Cl,1.3,-1%,6%,i,61,11%,-0.5%,i,0.6,0.5,37,6%
C/C(=N\NC(=O)CSc1nc(C)cc(C)n1)c1cccc([N+](=O)[O-])c1,1.1,9%,15%,i,53,0.8%,0.1%,i,1.0,1.4,79,5%
Cc1ccc(-c2ccc(SCC(=O)Nc3nonc3C)nn2)cc1,1.1,-4%,-3%,i,48,1.3%,1.4%,i,5.3,2.3,50,0%
COc1ccc(-n2c(SCC(=O)NCCC(C)C)nc3ccsc3c2=O)cc1,1.1,-6%,0%,i,22,-0.1%,0.1%,i,1.9,3.5,65,2%
